HP1b chromo inh – HTS for Inhibitors of HP1-beta Chromodomain Interactions with Methylated Histone Tails; AlphaScreen HP1-beta / biotin-H3K9me3 peptide binding; Chromobox protein homolog 1 (Homo sapiens), P83916; Potency, µM (titrated, usually from 114 µM), for the others: at the top dose activity change, negative = inhibition, usual class: inhibitors; AID 540317, 2011; 0.56% of 390,000 active; further: nearly all actives have a fitted effect of over 70% in size; inactives centre near 23
Target sequence (P83916 whole entry, looked up): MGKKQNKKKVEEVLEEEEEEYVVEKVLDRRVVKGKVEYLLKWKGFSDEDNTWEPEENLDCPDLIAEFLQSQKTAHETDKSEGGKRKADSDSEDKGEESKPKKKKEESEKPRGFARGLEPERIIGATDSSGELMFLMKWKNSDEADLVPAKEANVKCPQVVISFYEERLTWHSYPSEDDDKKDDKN
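AlphaScreen: HP1-beta (50 nM) preformed 30 min with biotin-H3(1-18)K9me3 peptide (50 nM) in PBS pH 7.4, 0.01% Tween-20. Compound added for 30 min at RT, then streptavidin donor/nickel chelate acceptor beads (10 ug/mL) for 30 min.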
GLS inh – qHTS for Inhibitors of Glutaminase (GLS); Potency, µM (highest dose often 45.5 µM), without a hit: top-dose activity change, negative = inhibition, most hits filed as inhibitors; GLS enzymatic activity, qHTS titration; Glutaminase kidney isoform, mitochondrial (Homo sapiens), O94925; AID 624170, 2012; 0.21% of 410,000 active; further: on the % scale 0 is the no-effect control and ±100 the full control effect
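Coupled fluorescence readout: glutamate oxidase/HRP/Amplex Red detect glutamate formed by hKGA from L-glutamine (1 mM solution added). Buffer 45 mM KH2PO4 pH 8.2, 0.02% Tween-20; reads at t0 and 30 min RT.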
Pol iota inh – qHTS for Inhibitors of Polymerase Iota. AID 588590, 2011. DNA polymerase iota (Homo sapiens), Q9UNA4. Potency, µM (titrated, usually from 115 µM), for inactives: at the highest dose activity, negative = inhibition, most hits filed as inhibitors. 1% of 390,000 active. Pol iota fluorescent replication assay, 10 min
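Pol iota at 10 nM preincubated 15 min with compounds at room temperature; reaction started with fluorescent substrate, 50 nM final. Fluorescence read kinetically at 0 and 10 min; buffer-only wells as negative control.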
BLM helicase inh – qHTS Assay for Inhibitors of Bloom's syndrome helicase (BLM); RecQ-like DNA helicase BLM (Homo sapiens), P54132; recombinant BLM DNA unwinding, fluorescence dequenching; Potency, µM (highest dose often 56.1 µM), for inactives: top-dose activity change, negative = inhibition, usual class: inhibitors; 0.2% of 350,000 active;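 further: plate controls were vehicle for no effect and no enzyme for full effect; nearly all actives have a fitted effect of over 35% in size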
Pin1 inh – qHTS Assay to Find Inhibitors of Pin1; Peptidyl-prolyl cis-trans isomerase NIMA-interacting 1 (Homo sapiens), Q13526; Pin1 FP peptide displacement, HiFluor488, 10 min; Potency, µM (titrated, usually from 115 µM), for inactives: at the highest dose activity, negative = inhibition, usual class: inhibitors; 0.009% of 390,000 active; AID 504891, 2011; active means well fitted inhibition curve with a large enough effect in the polarisation, with a control signal flat, not every such curve was filed as active; inconclusive means small, poorly fitted or top-dose-only effect, or effect the other way, or a change in a side signal; inactive means no such curve, though single readings can be large or run the other way; the % refers to the polarisation; further: on the % scale 0 is the no-effect control and ±100 the full control effect
Target sequence (Q13526 whole entry, looked up): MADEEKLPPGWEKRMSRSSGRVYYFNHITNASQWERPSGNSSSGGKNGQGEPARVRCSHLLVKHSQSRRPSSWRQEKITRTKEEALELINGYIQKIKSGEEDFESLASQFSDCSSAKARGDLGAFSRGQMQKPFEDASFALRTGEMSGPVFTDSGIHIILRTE
JMJD2A Tudor – qHTS Assay for Inhibitors of JMJD2A-Tudor Domain. Lysine-specific demethylase 4A (Homo sapiens), O75164. AID 504339, 2011. 4.4% of 390,000 active. AlphaScreen JMJD2A-Tudor / H3K4me3 peptide binding. Potency, µM (highest dose often 114 µM), inactives show top-dose activity change, negative = inhibition, most hits filed as inhibitors; further: on the % scale 0 is the no-effect control and ±100 the full control effect; nearly all actives have a fitted effect of over 50% in size
G9a inh – qHTS Assay for Inhibitors of Histone Lysine Methyltransferase G9a; Histone-lysine N-methyltransferase EHMT2 (Homo sapiens), Q96KQ7; G9a H3K9 monomethylation, AlphaScreen, 2 h; Potency, µM (series often up to 102 µM), without a hit: at the top dose activity, negative = inhibition, usual class: inhibitors; 8.8% of 350,000 active; further: on the % scale 0 is the no-effect control and ±100 the full control effect; nearly all actives have a fitted effect of over 75% in size
Target sequence (Q96KQ7 913-1193 limits assumed): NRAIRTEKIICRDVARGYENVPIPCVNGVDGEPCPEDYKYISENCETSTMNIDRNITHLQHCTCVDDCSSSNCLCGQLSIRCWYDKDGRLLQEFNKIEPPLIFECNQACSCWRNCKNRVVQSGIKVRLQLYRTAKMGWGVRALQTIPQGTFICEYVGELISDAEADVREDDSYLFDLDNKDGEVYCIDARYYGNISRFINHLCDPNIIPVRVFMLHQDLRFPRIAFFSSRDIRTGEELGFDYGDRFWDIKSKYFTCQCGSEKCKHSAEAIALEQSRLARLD
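AlphaScreen detection with an anti-monomethyl H3K9 antibody quantified product after a 2 h room-temperature reaction containing 500 nM biotinylated H3K9 peptide, 20 µM SAM and 20 nM enzyme, which had been preincubated 15 min with compound.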
BAZ2B inh – qHTS Assay for Inhibitors of BAZ2B. AlphaScreen BAZ2B-H3K14Ac peptide displacement. Potency, µM (series often up to 114 µM), inactives show at the top dose activity change, negative = inhibition, actives largely listed as inhibitors. 4.4% of 360,000 active. AID 504333, 2011; further: on the % scale 0 is the no-effect control and ±100 the full control effect; nearly all actives have a fitted effect of over 60% in size
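AlphaScreen displacement of biotin-H3(5-23)K14Ac peptide (50 nM final) from BAZ2B (50 nM final) in PBS pH 7.4, 0.01% Tween-20; complex preformed 30 min RT, then compounds (top 110 uM) 30 min RT, beads 20 min dark.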
Tb PGK inh – qHTS Assay to Find Inhibitors of Phosphoglycerate Kinase; Phosphoglycerate kinase, glycosomal (Trypanosoma brucei brucei), P07378; PGK/GAPDH coupled, Kinase-Glo luminescence, 60 min; Potency, µM (titrated, usually from 57.5 µM), inactives show at the top dose activity change, negative = inhibition, hits mostly inhibitors; 0.043% of 380,000 active; further: on the % scale 0 is the no-effect control and ±100 the full control effect; nearly all actives have a fitted effect of over 60% in size
Target sequence (P07378 whole entry, looked up): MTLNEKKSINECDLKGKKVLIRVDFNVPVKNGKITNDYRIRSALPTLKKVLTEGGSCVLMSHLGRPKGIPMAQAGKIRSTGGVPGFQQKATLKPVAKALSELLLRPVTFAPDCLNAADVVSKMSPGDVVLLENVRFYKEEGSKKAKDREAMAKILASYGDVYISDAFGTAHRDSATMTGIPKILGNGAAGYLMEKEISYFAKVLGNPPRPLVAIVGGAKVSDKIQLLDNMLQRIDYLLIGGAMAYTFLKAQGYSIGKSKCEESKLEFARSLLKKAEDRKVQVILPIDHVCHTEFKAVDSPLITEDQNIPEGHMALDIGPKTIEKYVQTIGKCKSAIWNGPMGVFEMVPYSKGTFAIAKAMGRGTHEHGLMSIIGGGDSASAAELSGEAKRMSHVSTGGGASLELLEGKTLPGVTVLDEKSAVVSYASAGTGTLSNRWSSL
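Recombinant glycosomal PGK reaction used 1,3-bisphosphoglycerate generated in-well by GAPDH (100nM final) in 100mM TEA pH 7.6, 5mM MgCl2, 0.01% Tween-20. After 60 minutes at room temperature, ATP was read by Kinase-Glo Plus luminescence end-point.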
An asterisk follows results filed as active; i = inactive; ? = inconclusive; . = no result given; [ ] = dose if it differs, or a comment. Unless noted, the call rests on the fitted dose curve; in most records, active means well fitted curve in the direction sought with a large enough effect; inconclusive means small, poorly fitted or top-dose-only effect, or another doubt; inactive means no such curve, though single readings can be large; an effect the other way counts as inactive or inconclusive. Potency means the concentration at half of the fitted maximal effect. Not all compounds are listed; the hit share may differ from the screen's.

HP1b chromo inh	GLS inh	Pol iota inh	BLM helicase inh	Pin1 inh	JMJD2A Tudor	G9a inh	BAZ2B inh	Tb PGK inh	Molecule
18%	3%	16%	-1%	2%	-22%	?	-31%	5%	CCCOc1ccc(/C(O)=C2/C(=O)C(=O)N(CCN(C)C)C2c2ccco2)cc1 (configuration not stated)
20%	1%	89µM*	0%	?	-12%	12%	-16%	8%	COc1ccc2c(C)nc(N/C(N)=N/S(=O)(=O)c3ccc(C)cc3)nc2c1
36%	-1%	32%[activator]	.	-1%	3%	-4%[59 µM]	7%	4%	Cc1ccc(S(=O)(=O)N2CCCCC2)cc1C(=O)NCCN1CCOCC1
49%	32%	12%	1%	3%	-10%	8%	1%	3%	Cn1c(Nn2cnnc2)nc2ccccc21
12%	1%	2%	.	-3%	-21%	.	.	-7%	O=C(CNC(=O)c1cccc([N+](=O)[O-])c1)OCCCC(=O)c1ccc(F)cc1
32%	-5%	5%	-2%	0%	6%	4%[59 µM]	-4%	-5%	Cc1cc(C)cc(C(=O)O/N=C(\N)c2ccc(Br)cc2)c1
-6%	5%	-19%	5%	0%	-19%	2%	-17%	-13%	Cc1cc2cc(C)c(NCCNC(=O)c3ccccc3Cl)nc2cc1C
20%	7%	-10%	-1%	-1%	-11%	.	50µM*	-4%	O=C(NCCCn1ccnc1)c1ccc2nccnc2c1
21%[57 µM]	1%	48%[activator]	0%	1%	0%	.	1%	3%	Cn1c(=O)oc2cc(S(=O)(=O)NCc3ccc(Cl)cc3)ccc21
42%	1%	?	-1%	1%	-17%	-3%	-5%	i	Cc1ccc(NS(=O)(=O)c2ccc(C)c(C(=O)N3CCN(C)CC3)c2)cc1
15%	7%	4%	.	-3%	?	9%[2.33 µM]	11%	-4%	Cc1ccc(S(=O)(=O)N2CCN(C(=O)CNC(=O)c3sc4ccccc4c3Cl)CC2)cc1
52%[activator]	-7%	-18%	-1%	-2%	-12%	24%[0.501 µM]	-21%[57.1 µM]	-9%	Cc1ccc(CSCCNC(=O)CCSc2ccccc2)cc1
4%	2%	-15%	.	?	-23%	-9%[12.7 µM]	-26%	-7%	O=C(COC(=O)C1CCN(c2ccc(C(F)(F)F)cn2)CC1)Nc1ncc(Cl)cc1Cl
24%	2%	-1%	-2%	0%	-11%	.	12%	-3%	O=C(CCC(=O)OCC(=O)c1ccc(Br)cc1)Nc1cccc2cccnc12
-4%	0%	20%	.	-2%	-14%	.	.	0%	COc1ccc(S(=O)(=O)N2CCOCC2)cc1NC(=O)C1CC1
27%	-15%	-1%	-1%	0%	-9%	?	7%	i	COC(=O)CNC(=O)C(NC(=O)c1ccc(Cl)cc1)C(C)C (configuration not stated)
28%	-3%	-2%	-2%	4%	-6%	-3%[12.7 µM]	-4%	-8%	Cc1ccccc1OCc1nc2ccccc2c(=O)n1N
40%[activator]	-4%	-11%	2%	-7%	-8%	-10%[59 µM]	-3%	-3%	COc1ccccc1-c1cc(=O)c2c(O)ccc([N+](=O)[O-])c2o1
37%	7%	35%	-3%	-1%	12%	6%	-20%	-8%	Cc1cc(-c2ccc(S(=O)(=O)N3CCCCC3)s2)on1
16%	6%	17%	-3%	21%	-16%	1%[59 µM]	-18%	-4%	O=C(Nc1ccc(Cl)c(Cl)c1)Nc1nc(-c2ccccc2)cs1
19%	-7%	59%[activator]	0%	-2%	-14%	?	.	i	N#Cc1ccccc1Sc1ccccc1C(=O)OCC(N)=O
25%	1%	-4%	-9%	-13%	-6%	-42%[59 µM]	-21%	-4%	CCC(=O)Nc1ccc2c(c1)ncn2-c1ccc(OC)cc1
20%	5%	-16%	4%	3%	-14%	1%[0.0925 µM]	18%	4%	O=C(Cc1csc(Nc2nc(=S)[nH]c3ccccc23)n1)NCc1ccccc1Cl
8%	-2%	16%	-4%	-7%	-13%	6%[59 µM]	5%	4%	CCOc1ccc(NC(=O)Cn2nnc(C(=O)NCc3ccco3)c2N)cc1
21%	23%	22%	-4%	?	?	?	-9%	.	O=C(O)c1ccccc1NC(=O)c1ccccc1Nc1ccccc1
39%[activator]	-1%	15%	.	-1%	-4%	.	.	6%	O=C(Cn1[nH]c(=O)c2ccccc2c1=O)OCC(=O)c1ccc(F)c(F)c1
7.9µM*	2%	11%	-6%	-3%	-3%[57.1 µM]	?	-33%	2%	COC(=O)c1sc(NC(=O)c2cc(-c3ccccc3)nc3ccccc23)c(C#N)c1C
?	-21%	13%	.	?	?	.	.	-5%	COc1ccccc1NS(=O)(=O)c1cc(NC(=O)c2ccc(NC(C)=O)cc2)ccc1N1CCOCC1
26%	7%	3%	-8%	13%	-28%	5%[0.501 µM]	?	-7%	CCOCCCN1CN(S(=O)(=O)c2ccc(Cl)cc2)c2nc3ccccc3nc21
35%	8%	13%	-4%	-1%	-3%	71%[activator]	9%	4%	CC(NC(=O)N(Cc1ccccc1)Cc1ccc2c(c1)OCO2)(C(F)(F)F)C(F)(F)F
11%	-1%	39%[activator]	2%	1%	-12%	-36%	-1%	-8%	COc1ccc(CN2CCCC(C(=O)c3ccc4c(c3)OCO4)C2)c(F)c1 (configuration not stated)
50%[activator]	-3%	24%	3%	40%[activator]	-9%[57.1 µM]	1%[12.7 µM]	1%	-3%	CCOC(=O)N1CCC(NC(=O)C(Cc2ccccc2)NC(=O)c2ccco2)CC1 (configuration not stated)
16%	-15%	37%[activator]	-6%	3%	-11%[11.4 µM]	17%	?	-1%	CS(=O)(=O)N1CCN(c2ccccc2NC(=S)NC(=O)c2cccs2)CC1
8%	2%	85%[activator]	-3%	14%	-11%	-51%	?	13%	CC(C)C12CN3CC(C(C)C)(CN(C1)C3(C)C)C2=O
14%	?	57%[activator]	-7%	?	-5%	-18%	?	3%	COc1ccc(-c2ccnc3cc(C(=O)O)nn23)cc1
40%[activator]	10%	53%[activator]	-4%	-18%	-14%	.	50µM*	13%	CCCC(C)C(=O)Nc1ccc(S(=O)(=O)Nc2nccs2)cc1 (configuration not stated)

Next section, starting with the last three of the part before.
HP1b chromo inh	GLS inh	Pol iota inh	BLM helicase inh	Pin1 inh	JMJD2A Tudor	G9a inh	BAZ2B inh	Tb PGK inh	Molecule
8%	2%	85%[activator]	-3%	14%	-11%	-51%	?	13%	CC(C)C12CN3CC(C(C)C)(CN(C1)C3(C)C)C2=O
14%	?	57%[activator]	-7%	?	-5%	-18%	?	3%	COc1ccc(-c2ccnc3cc(C(=O)O)nn23)cc1
40%[activator]	10%	53%[activator]	-4%	-18%	-14%	.	50µM*	13%	CCCC(C)C(=O)Nc1ccc(S(=O)(=O)Nc2nccs2)cc1 (configuration not stated)
-17%	1%	122%[activator]	1%	0%	-8%[57.1 µM]	?	-30%	-7%	CSCCCNC(=S)N1CCN(c2ccc(C(C)=O)cc2)CC1
-22%	-10%	-16%	-8%	0%	?	?	-30%[57.1 µM]	-10%	Cc1ccc(C)c(N2CCN(CCCNC(=O)c3cnn(-c4cccc(Cl)c4)c3C3CCN(C(=O)OC(C)(C)C)CC3)CC2)c1
32%	-8%	7%	-2%	-10%	-15%	-12%[59 µM]	-2%	-1%	CC(C)=C(NC(=O)c1ccccc1)C(N)=O
41%[activator]	14%	6%	-2%	?	-32%	?	-15%	8%	Cc1[nH]c2ccccc2c1Cc1nnc(SCC(=O)NCc2ccco2)o1
41%[activator]	0%	21%	-1%	-9%	-2%	1%	-14%	4%	CCN(CC)S(=O)(=O)c1cc(NC(=O)c2n[nH]c(=O)c3ccccc23)ccc1C
-3%	23%	-14%	.	2%	-24%	.	.	i	O=C(CNS(=O)(=O)c1ccc(Cl)cc1)N1CCN(c2ccc(F)cc2)CC1
42%[activator]	-3%	-15%	-4%	-1%	-11%	25%	0%	1%	Cc1ccccc1OCC(O)Cn1c(Br)nc2c1c(=O)[nH]c(=O)n2C (configuration not stated)
-15%	?	102%[activator]	-3%	15%	?	?	11µM*	-6%	O=C(NC(=S)Nc1ccc(N2CCCC2)cc1)c1ccc(F)cc1
19%	-14%	144%[activator]	-8%	-6%	-12%	45µM*	-28%	i	S=C(Nc1ccc2nccnc2c1)N1CCOCC1
26%	-9%	8%	.	3%	5%	10%[2.33 µM]	7%	-3%	CCN(CC(=O)Nc1c(F)cccc1F)C(=O)c1cnc(C)cn1
33%	0%	-8%	-3%	-3%	0%	16%	-20%	-1%	CC(=O)c1c[nH]c(C(=O)NC2CCCCCC2)c1
4%	-16%	41%[activator]	-2%	-3%	-23%	2%	-10%	-12%	CCCC(c1nnnn1C(C)(C)C)N1CCN(Cc2ccccc2)CC1 (configuration not stated)
-28%	59%[activator]	-2%	5%	1%	20µM*	79µM*	-6%	-4%	O=C(O)C1C2C=CC(C3CC23)C1C(=O)N1CCc2ccccc21 (configuration not stated)
13%	-7%	?	-7%	-8%	-3%	-9%[59 µM]	-3%	i	CCOC(=O)CSc1nc2sc3c(c2c(=O)n1Cc1ccccc1)CC(C(C)C)OC3 (configuration not stated)
42%[activator]	-2%	32%[activator]	.	-4%	-3%	17%[59 µM]	-5%	6%	CC(=O)N1CCN(C(=O)c2ccccc2NS(=O)(=O)c2ccc(F)cc2)CC1
49%	5%	-5%	-2%	-3%	-1%	-2%	15%	i	CCCN(CCC)C(C(=O)Nc1cccc(OC)c1)c1ccccc1 (configuration not stated)
2%	1%	11%	1%	-1%	-1%	1%[59 µM]	3%	i	O=C(C1CCCO1)N(c1cccc(Cl)c1)C1C=CS(=O)(=O)C1 (configuration not stated)
